Screening results (PubChem)
TCR-CD3 inh: blocks the human TCR-CD3 interaction. TAMRA-labeled TCR probe fluorescence, biochemical. inhibition, % at 9.4 µM. hit rate 0.37% among 360,000. AID 651800; in the data active = inhibition above about 19%;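 note: recombinant mutant TCR 2C K166C tagged with TAMRA read by polarization; 0% = receptor in buffer alone and 100% = receptor with positive control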
rCAG RNA binder: r(CAG) repeat RNA binding; inhibition, % at 3 µM; AID 651821; TO-PRO-1 dye displacement fluorescence; hit rate 1.3% among 370,000;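 active = inhibition above the plate cutoff, the mean of all test compounds on that plate plus 3 SD, cut at about 35% in these data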;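 note: 0% = DMSO alone and 100% = 100 µM mitoxantrone as full dye displacement; higher means more dye released from RNA so lower well fluorescence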
PRMT1 FP inh: PRMT1 (human) inhibition, primary screen. inhibition, % at 2.79 µM. recombinant PRMT1, activity-based probe fluorescence polarization. hit rate 1.3% among 370,000. Q99873;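 active = inhibition above about 21% made by adding two undisclosed values, limit read from the data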
Target sequence (Q99873 whole entry, looked up): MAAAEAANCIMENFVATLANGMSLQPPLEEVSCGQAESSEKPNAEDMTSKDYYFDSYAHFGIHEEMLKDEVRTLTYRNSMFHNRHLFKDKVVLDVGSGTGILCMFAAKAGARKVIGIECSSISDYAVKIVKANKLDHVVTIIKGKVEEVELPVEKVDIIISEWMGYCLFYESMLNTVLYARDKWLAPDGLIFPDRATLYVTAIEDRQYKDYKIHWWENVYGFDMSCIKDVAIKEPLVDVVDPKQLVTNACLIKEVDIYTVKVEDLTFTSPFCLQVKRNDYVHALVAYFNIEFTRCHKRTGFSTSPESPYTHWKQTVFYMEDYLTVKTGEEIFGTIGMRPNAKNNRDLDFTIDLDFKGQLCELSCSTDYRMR
HTRA1 inh: blocks human HTRA1 serine peptidase | Q92743 | recombinant HTRA1, FP-rhodamine activity-based probe, fluorescence polarization | inhibition, % at 5.96 µM | hit rate 0.5% among 340,000 | AID 504803; in the data active = inhibition above about 36%;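 note: 0% = enzyme with DMSO and 100% = wells lacking enzyme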
PG9 Ab binder: small molecules binding HIV-1 gp120 antibody PG9 | inhibition, % at 6.7 µM | hit rate 0.43% among 360,000 | TR-FRET gp120-PG9 antibody binding; in the data active = inhibition above about 8.5%
Rev-erbA mod: Rev-erb alpha (human) modulation; activity, % at 10 µM; Rev-erbα–FITC-DNA binding, fluorescence polarization, 90 min; AID 1259318; hit rate 0.79% among 370,000;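 active = activity above about 14%, limit read from the data; passing the limit was not always enough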;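 note: 0% = DMSO wells with 35 nM protein and 100% = DMSO wells with 750 nM protein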
mABHD4 FP: ABHD4 (mouse) inhibition, primary FP screen; purified mABHD4, FP-Rh probe fluorescence polarization; inhibition, % at 8.92 µM; Q8VD66; AID 720543; hit rate 0.54% among 370,000;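 active = inhibition exceeding the mean over every tested compound plus 3 SD, cut at about 30% in these data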;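 note: 0% = plate median of compound wells and 100% = S159A mutant with DMSO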
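assay system = mABHD4 protein | compound dosing = single nominal dose of 8.92 µM, 0.89% DMSO final | read-out basis = percent inhibition of probe binding, normalized to plate controls | schedule = Enzyme–compound pre-incubation 45 min, then probe 60 min, both 25 °C | detection = fluorescence polarization, excitation 525 nm, emission 598 nm, BODIPY TMR filters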
SIAE primary: blocks human sialic acid acetylesterase. hit rate 0.69% among 370,000. inhibition, % at 9.66 µM. Q9HAT2. SIAE FP-Rh probe binding, fluorescence polarization. AID 1053197;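 active = inhibition above a cutoff: mean of compounds within the control limits plus 3 SD of those, cut at about 17% in these data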;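 note: 0% = plate median of compound wells and 100% = probe without SIAE protein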
Target sequence (Q9HAT2 whole entry, looked up): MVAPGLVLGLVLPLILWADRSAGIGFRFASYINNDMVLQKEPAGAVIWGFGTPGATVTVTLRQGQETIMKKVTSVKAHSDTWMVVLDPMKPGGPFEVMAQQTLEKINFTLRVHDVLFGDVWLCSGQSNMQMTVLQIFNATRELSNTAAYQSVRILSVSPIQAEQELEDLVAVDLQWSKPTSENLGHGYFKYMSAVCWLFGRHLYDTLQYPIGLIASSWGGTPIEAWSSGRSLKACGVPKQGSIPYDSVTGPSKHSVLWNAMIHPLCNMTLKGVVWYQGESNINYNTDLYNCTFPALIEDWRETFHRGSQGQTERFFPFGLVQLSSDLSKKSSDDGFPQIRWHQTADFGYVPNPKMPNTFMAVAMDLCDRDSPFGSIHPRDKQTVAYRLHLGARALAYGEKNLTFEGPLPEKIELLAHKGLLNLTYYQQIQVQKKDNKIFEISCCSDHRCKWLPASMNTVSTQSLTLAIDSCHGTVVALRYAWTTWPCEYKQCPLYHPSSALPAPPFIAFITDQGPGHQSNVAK
TDP2 absorb: TDP2 (human) inhibition, absorbance primary screen; O95551; recombinant TDP2, T5PNP hydrolysis, p-nitrophenol absorbance 415 nm; inhibition, % at 12.8 µM; hit rate 0.34% among 370,000; AID 720702;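 active = inhibition above the mean of all tested compounds plus 3 SD, set per campaign, cut at about 25% in these data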;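 note: 0% = DMSO with enzyme and 100% = buffer with substrate but no TDP2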
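System – recombinant human TDP2 · Quantity – TDP2 enzyme at 120 nM final · Doses – single concentration, 12.8 µM nominal, with 1% DMSO · Incubation – 2 h at 37 °C · Measured by – epi absorbance of p-nitrophenol freed from T5PNP by hydrolysis · Read-out – % inhibition relative to enzyme-containing and enzyme-free wells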
LEDGF integ inh: blocks HIV-1 LEDGF/p75-dependent DNA integration; TR-FRET IN-LEDGF/p75 DNA integration, Eu/Cy5; inhibition, % at 3.7 µM; hit rate 0.64% among 370,000;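 active = inhibition above the screen-wide mean plus 3 SD, cut at about 13% in these data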;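 note: signal is the Cy5 over europium emission ratio at 671 and 618 nm; 0% = plate median of compound wells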
Active calls of the source: *; x = not tested or not shown. Only part of the results is shown. The share of hits here may be higher or lower than overall.

SMILES | TCR-CD3 inh | rCAG RNA binder | PRMT1 FP inh | HTRA1 inh | PG9 Ab binder | Rev-erbA mod | mABHD4 FP | SIAE primary | TDP2 absorb | LEDGF integ inh
CCc1ccc(C2C(C#N)=C(N)OC3=C2C(=O)CCC3)s1 (stereo unspecified) | 2 | -2 | 7 | 7 | -0.4 | 7 | 3 | -1 | -5 | -1
CCOC(=O)C1(CCCc2ccccc2)CCN(C(=O)Cc2nonc2C)CC1 | 5 | -6 | 1 | 4 | -2.2 | 2 | -10 | -4 | -5 | -1
CCC(c1nc2ccccc2[nH]1)n1c(-c2ccc3ccccc3c2)nc2ccccc21 (stereo unspecified) | 0 | 7 | 1 | x | -0.2 | 3 | -31 | -16 | -2 | 2
CCOc1ccc(/C=N/NC(=O)Cn2ccnc2C)cc1 | 5 | -5 | -1 | -1 | -1.2 | -5 | 4 | 1 | -13 | -5
CC(C)OCCCN1C=C2C(=O)C(C)(OC(=O)CCc3ccccc3)C(=O)C=C2C=C1c1ccc(C#N)cc1 (stereo unspecified) | 3 | 9 | 6 | x | -2.2 | 5 | 7 | 3 | 6 | 1
COc1cc2cc(OC(C)=O)c3cc4c(cc3c2c(OC)c1OC)OCO4 | 4 | 6 | -2 | x | 0.6 | -2 | 0 | 2 | -6 | 0
C/C(=N\OCC(=O)O)c1ccc(Cl)cc1 | 9 | 10 | -5 | 5 | -0.6 | -3 | 2 | -1 | 9 | 1
COc1ccc(N(CC(=O)O)S(=O)(=O)c2ccc(OC)c(OC)c2)cc1 | 5 | 1 | 0 | 4 | 0.7 | 5 | -5 | 5 | -2 | 3
NC(=O)c1ccsc1NC(=O)CSc1nncs1 | 3 | 9 | -2 | -1 | -2.3 | 12 | -1 | -5 | -7 | 3
COc1ccccc1OCc1ccc(C(=O)NN)cc1 | 2 | 0 | 1 | -13 | 2.9 | -1 | -10 | -8 | 8 | -2
Cc1ccc(CNC(=O)c2cccc3c2C(=O)c2ccc(N4CCCCC4)cc2S3(=O)=O)cc1 | -7 | -3 | 0 | -19 | -0.1 | -2 | -13 | -12 | 6 | -3
COc1ccc(S(=O)(=O)N2CCCOC2CNC(=O)C(=O)NCc2ccco2)cc1 (stereo unspecified) | -6 | 3 | 3 | 1 | 0.2 | -2 | 1 | -4 | -2 | 1
O=C(NCCN1CCCCC1)c1cc2ccccc2[nH]1 | -4 | 1 | 0 | 4 | 2.1 | -2 | 2 | -8 | 6 | -1
CN(CC(=O)Nc1ccc(S(=O)(=O)N2CCCC2)cc1)Cc1ccc(Cl)c(Cl)c1 | 10 | 5 | 0 | -35 | 1.0 | -1 | -10 | -16 | -2 | 30*
Cc1ccccc1CN1CCSc2sccc2C1=O | -8 | -1 | 4 | -8 | 0.2 | 3 | 0 | 5 | 8 | -5
Cc1ccc(N2CCN(CC3CC=CCC3)CC2)cc1 (stereo unspecified) | -6 | -4 | 4 | -2 | -0.1 | -4 | 3 | -3 | -1 | 4
O=C(NCc1ccccc1)N1CCC(CO)(Cc2cccc(F)c2)CC1 | 1 | -5 | 0 | -4 | -1.8 | 2 | 2 | -7 | 2 | 0
c1coc(-c2cnc3ccccc3n2)c1 | -1 | 12 | 14 | 6 | -1.8 | 2 | 21 | 6 | 5 | 4
COc1ccc(-c2ccc(CN3C(CC(C)C)C(=O)N(Cc4cn(CC5CCCCC5)nn4)CCS3(=O)=O)cc2)cn1 (stereo unspecified) | 11 | 11 | 1 | -47 | 1.7 | 5 | -10 | -5 | -2 | 2
COc1ccc(-n2c(C)cc(-c3csc(NC(=O)c4ccc(S(=O)(=O)N(C)C)cc4)n3)c2C)cc1 | 7 | 14 | -1 | -5 | -2.4 | -2 | -3 | 2 | 3 | 0
COc1ccc(-n2cc3c(-c4cccc(Br)c4)nnc(C)c3n2)cc1 | -23 | -18 | -3 | -52 | -2.9 | 6 | -83 | -26 | -1 | 0
O=C(CCC(=O)c1ccccc1)Nc1ccccc1OC(F)F | -5 | -2 | -2 | 1 | 0.8 | 3 | -10 | 2 | 10 | 1
C=CCn1c(Cc2cccs2)nnc1SC/C=C/c1ccccc1 | 6 | -6 | -4 | -6 | 0.3 | -3 | -2 | -5 | -10 | -2
COc1ccc(-c2cc(C(F)(F)F)nc(S(=O)(=O)CCCC(=O)Nc3cc(C)on3)n2)cc1OC | 4 | 0 | -4 | -9 | -0.6 | -7 | 1 | 9 | -8 | 5
O=C(OCc1c(-c2ccccc2)ncc2ccccc12)c1ccc(C(F)(F)F)cc1 | -3 | 2 | 5 | -6 | 1.0 | -5 | -3 | -4 | 0 | 0
CCOC(=O)c1c(-c2ccc(C)o2)csc1NC(=O)CN(C)CC(=O)Nc1ccc(C)cc1 | 2 | 11 | 22* | -28 | 1.2 | 2 | 1 | 3 | 6 | 2
CC(C)[C@H](NC(=O)N1CC(=O)Nc2ccccc21)C(=O)N[C@H](Cc1c[nH]c2ccccc12)C(=O)O | -13 | 6 | 7 | 9 | -1.5 | 0 | 0 | 6 | -7 | -3
O=C(COC(=O)c1ncc(Cl)c(Cl)c1Cl)c1ccc(Cl)s1 | 1 | -2 | -3 | -14 | 1.1 | 5 | -6 | -9 | -3 | 1
N[C@@H](Cc1ccccc1)C(=O)N1CCC(C(=O)N[C@@H](Cc2c[nH]c3ccccc23)C(=O)O)CC1 | 2 | 6 | -5 | 9 | -3.0 | 5 | -1 | 0 | 3 | 4
O=C(COC(=O)C1=COCCO1)Nc1ccc(Br)cc1Br | 2 | -2 | -8 | -4 | -0.5 | 9 | 1 | -5 | 0 | 2
CCOc1ccc(NC(=O)CSc2nnc(C3CC3)n2C)cc1S(=O)(=O)N1CCCCC1 | -10 | 0 | -1 | 1 | -0.6 | -8 | 3 | 8 | -13 | -8
CCCCN(CC)CCCNC(=O)c1cc2c(=O)n(C)c3ccccc3c2n1C | -8 | 11 | 2 | -5 | -0.3 | 2 | 0 | -6 | 4 | -7
CCOC(=O)c1c(-c2ccccc2)oc2ccc(O)c(CN3CCCC3)c12 | 1 | 8 | 0 | -4 | 0.5 | 7 | 2 | -1 | -12 | -2
O=C(NCc1ccc(Cl)cc1)Nc1ccc(F)cc1 | 2 | 0 | -5 | -9 | -0.3 | -2 | -7 | 3 | 2 | 2
O=C(Nc1ccccc1)C1CCN(S(=O)(=O)c2cccs2)CC1 | 4 | 2 | -4 | -3 | -1.7 | 2 | 3 | 4 | -3 | -2
COc1ccc([C@H]2CC(=O)C=C(c3ccc4cc[nH]c4c3)C2)cc1 | -4 | 16 | 3 | -44 | 0.4 | 0 | -12 | -8 | 1 | 3
O=C(Nc1ccc2c(c1)OCCO2)C(c1ccc(C(F)(F)F)cc1)n1c(=O)c(-c2cc3ccccc3[nH]2)nc2ccccc21 (stereo unspecified) | -2 | 11 | -5 | x | 3.8 | -2 | -11 | -25 | -9 | -1
O=C(COc1ccc(S(=O)(=O)N2CCOCC2)cc1)Nc1ccc(Cl)c(C(F)(F)F)c1 | -6 | -1 | 5 | -42 | -2.0 | -3 | -49 | -17 | -19 | -1
CCC1OC(C)Cc2[nH][nH]c(=O)c21 (stereo unspecified) | 4 | 0 | 0 | x | -1.0 | -3 | 5 | 10 | 15 | 0
COc1ccc(C(=O)c2coc3ccc(O)c(CN4CCCC4)c23)cc1 | 5 | 3 | 1 | 1 | -1.2 | -2 | -3 | 0 | -5 | 0
COc1ccc(-c2ccnc(SCC(=O)Nc3ccccn3)n2)cc1 | -6 | -4 | 0 | -7 | 3.4 | 2 | 3 | 1 | -2 | -2
CCCn1c(CNC(=O)c2cccs2)nc2ccccc21 | -6 | 2 | -6 | -9 | -0.3 | -1 | 3 | -4 | -5 | 4
N#Cc1c(N2CCOCC2)nsc1-c1ccccc1 | 1 | -3 | 2 | 5 | 4.9 | -1 | -9 | -2 | -9 | -7
O=C(CN1CCCCCC1)Nc1ccc(Oc2ccccc2)cc1 | -6 | -5 | 1 | -13 | 1.4 | 5 | 3 | 2 | -10 | -1
Cc1ccc(S(=O)(=O)CNC(=O)c2ccccc2)cc1 | 2 | 1 | -1 | 8 | 1.0 | 0 | 5 | -1 | 6 | -1
O=C(O)CCCC(=O)Nc1nc(-c2ccc(F)cc2)cs1 | 5 | 3 | 0 | -4 | 0.6 | -4 | -10 | 2 | -1 | 0
COc1ccc(NC(=O)CSc2nnnn2-c2ccccc2F)cc1 | 0 | -1 | 1 | 3 | 0.3 | 0 | -3 | -22 | -2 | 1
C[C@H]1CN(S(=O)(=O)C(C)(C)C)[C@@H](CCO)/C1=C\CCO | -1 | 3 | -1 | x | -1.3 | 1 | -6 | -8 | -20 | 6
CCOc1cc(/C=C2\C(=N)N3N=C(C)SC3=NC2=O)ccc1OCCOc1ccccc1 | -2 | 12 | -3 | -3 | -1.5 | 3 | -4 | 4 | 12 | 2

Laid out differently: 4 of the compounds above.
canonical_smiles: COc1ccc(NC(=O)CSc2nnnn2-c2ccccc2F)cc1
  TCR-CD3 inh: 0
  rCAG RNA binder: -1
  PRMT1 FP inh: 1
  HTRA1 inh: 3
  PG9 Ab binder: 0.3
  Rev-erbA mod: 0
  mABHD4 FP: -3
  SIAE primary: -22
  TDP2 absorb: -2
  LEDGF integ inh: 1

canonical_smiles: C[C@H]1CN(S(=O)(=O)C(C)(C)C)[C@@H](CCO)/C1=C\CCO
  TCR-CD3 inh: -1
  rCAG RNA binder: 3
  PRMT1 FP inh: -1
  HTRA1 inh: x
  PG9 Ab binder: -1.3
  Rev-erbA mod: 1
  mABHD4 FP: -6
  SIAE primary: -8
  TDP2 absorb: -20
  LEDGF integ inh: 6

canonical_smiles: Cc1ccc(S(=O)(=O)CNC(=O)c2ccccc2)cc1
  TCR-CD3 inh: 2
  rCAG RNA binder: 1
  PRMT1 FP inh: -1
  HTRA1 inh: 8
  PG9 Ab binder: 1.0
  Rev-erbA mod: 0
  mABHD4 FP: 5
  SIAE primary: -1
  TDP2 absorb: 6
  LEDGF integ inh: -1

canonical_smiles: CCC1OC(C)Cc2[nH][nH]c(=O)c21 (stereo unspecified)
  TCR-CD3 inh: 4
  rCAG RNA binder: 0
  PRMT1 FP inh: 0
  HTRA1 inh: x
  PG9 Ab binder: -1.0
  Rev-erbA mod: -3
  mABHD4 FP: 5
  SIAE primary: 10
  TDP2 absorb: 15
  LEDGF integ inh: 0
